# ALOX12 inh: blocks human arachidonate 12S-lipoxygenase; P18054; purified 12hLO, xylenol orange hydroperoxide absorbance; Potency, µM (highest dose often 108 µM), inactives show top-dose activity change, negative = inhibition, hits mostly inhibitors; hit rate 1.1% among 580,000; active = well fitted inhibition curve with a large enough effect; inconclusive = small, poorly fitted or top-dose-only effect, or another doubt; inactive = no such curve, though single readings can be large or run the other way
# Target sequence (P18054 whole entry, looked up): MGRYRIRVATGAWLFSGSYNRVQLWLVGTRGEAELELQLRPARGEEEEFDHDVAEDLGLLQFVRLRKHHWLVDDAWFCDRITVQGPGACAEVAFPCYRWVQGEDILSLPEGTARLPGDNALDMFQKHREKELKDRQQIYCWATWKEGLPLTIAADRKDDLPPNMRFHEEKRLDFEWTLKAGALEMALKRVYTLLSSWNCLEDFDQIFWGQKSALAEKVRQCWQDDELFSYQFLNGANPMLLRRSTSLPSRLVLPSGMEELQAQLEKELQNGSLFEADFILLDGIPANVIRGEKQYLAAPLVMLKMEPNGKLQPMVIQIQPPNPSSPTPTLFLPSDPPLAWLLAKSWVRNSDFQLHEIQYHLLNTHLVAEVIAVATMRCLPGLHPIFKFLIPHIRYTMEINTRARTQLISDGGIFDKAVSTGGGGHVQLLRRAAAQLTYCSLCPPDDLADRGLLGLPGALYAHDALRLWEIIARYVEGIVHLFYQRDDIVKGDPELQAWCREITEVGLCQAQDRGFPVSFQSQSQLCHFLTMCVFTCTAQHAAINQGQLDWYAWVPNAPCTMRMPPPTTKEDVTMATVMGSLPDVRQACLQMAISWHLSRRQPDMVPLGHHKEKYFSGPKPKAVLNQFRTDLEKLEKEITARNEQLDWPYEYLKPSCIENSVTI
#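 Purified human 12hLO at 150 nM in 25 mM Hepes, 0.01% Triton X-100, pH 7.0, preincubated 15 min at room temperature with compound. Reaction started with 40 uM arachidonic acid, 30 min at room temperature. Hydroperoxide measured by Fe-xylenol orange, 573/405 nm absorbance ratio.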
# The depositor's hits bear a star; ? = inconclusive; [ ] = another dose, or the depositor's remark. % is set by controls: 0 for no effect and ±100 for the full control effect; potency is the fitted concentration of half-maximal effect. Only part of the results is shown. The share of hits here may be higher or lower than overall.
ALOX12 inh	compound
-6%	O=C(NCc1ccccc1F)c1noc(-c2ccc3c(c2)OCO3)n1
?	COc1ccc(-c2cc(-c3ccc(OC)nc3)cn3cncc23)cc1
4%	Cc1ccc2c(c1)C(O)(CC(=O)c1cccs1)C(=O)N2 (stereo not given)
?	c1ccc(Nc2cnc3ccc(-n4ccnc4)nn23)cc1
42%[activator]	Cc1cccc(C)c1NC(=O)N(C)CC1CCOCC1
?	COc1ccc(CNc2cc(-c3ccccc3CN(C)C)ncn2)c(OC)c1
?	CCN(CC)c1ccc(/C=N/NS(=O)(=O)c2ccccc2)cc1
20%	COc1ccc(CC(=O)N2C[C@@H](C(N)=O)[C@H](c3nc(C)no3)C2)cc1Cl
39%[activator]	Cc1nn(-c2ccccc2)c(C)c1CC(=O)N[C@@H]1COCC[C@@H]1OCC1CC1
?	CSCc1c(C(=O)OC2CCOC2=O)oc2ccccc12 (stereo not given)
?	COC(=O)CCC(NC(=O)C12CC3CC(CC(C3)C1)C2)C(=O)OC (stereo not given)
9%	CCCc1noc(-c2cn(C3CCN(C(=O)c4ccc(OC)cc4C)CC3)nn2)n1
-25%	CN(C(=O)C1CC1)c1ccccc1C(=O)NC1CCCc2ccccc21 (stereo not given)
-2%[176 µM]	O=C(c1ccccc1)N1CC[C@H]2COC(=O)N2c2cc(F)ccc2C1
1%	O=C(NC1CCCC1)C1CCCN(c2ncnc3nc[nH]c23)C1 (stereo not given)
8%	O=C(CN1CCN(C(=O)CCNS(=O)(=O)c2ccc3ccccc3c2)CC1)Nc1cccc(F)c1
?	CCN(CC)S(=O)(=O)c1ccc(OC(C)C)c(NC(=O)c2ccc(OC(F)F)c(OC)c2)c1
32%[activator]	O=C(c1cc(-c2ccccc2)n[nH]1)N1CCC(N2CC3CC(C2)[C@H]2CCCC(=O)N2C3)CC1 (stereo not given in full)
3%	CCc1ccc(N2CC(C(=O)OCC(=O)Nc3ccc(Cl)c(Cl)c3)CC2=O)cc1 (stereo not given)
1%	CCc1ccc(NC(=O)Cn2ccn3nc(-c4ccc(F)cc4)c(CO)c3c2=O)cc1
29%	CCOC(=O)c1cn(C2CN(C(=O)c3ccccc3Br)C2)nn1
-14%	N#C/C(=C\c1ccc(-c2cccc(Cl)c2Cl)o1)c1ccccc1
31%[activator]	C=CCNC(=O)C(NC(=O)c1cccc(OC)c1)C1CCN(C(=O)c2ccccc2F)CC1 (stereo not given)
2%	O=c1oc2ccc3ccccc3c2cc1-c1csc(Nc2ccccc2F)n1
5%	O=C(N[C@H](Cc1ccccc1)C(=O)NCCCN1CCCC1=O)[C@H]1O[C@@H](n2ccc(=O)[nH]c2=O)[C@H](O)[C@@H]1O
?	CCCn1c(=O)c2sc(N3CCCC3)nc2n(CC(=O)Nc2cc(C)ccc2OC)c1=O
28%	COc1ccc(CCNc2ncnc3c2CN(c2ccc(C)cc2)C(=O)CN3C)cc1
?	Cc1ccc(-n2nnnc2SCC(=O)Nc2ccc(N3CCOCC3)cc2)cc1C
33%	COC(=O)N1CCC2(C1)C(=NC1CCCCC1)NC(=O)N2c1cccc(OC)c1 (stereo not given)
5%	CC(c1ccccc1-n1cccn1)n1cc(-c2nccn2C)nn1 (stereo not given)

# As a working copy, part of the list above:
ALOX12 inh	compound
?	CCN(CC)S(=O)(=O)c1ccc(OC(C)C)c(NC(=O)c2ccc(OC(F)F)c(OC)c2)c1
32%[activator]	O=C(c1cc(-c2ccccc2)n[nH]1)N1CCC(N2CC3CC(C2)[C@H]2CCCC(=O)N2C3)CC1 (stereo not given in full)
3%	CCc1ccc(N2CC(C(=O)OCC(=O)Nc3ccc(Cl)c(Cl)c3)CC2=O)cc1 (stereo not given)
1%	CCc1ccc(NC(=O)Cn2ccn3nc(-c4ccc(F)cc4)c(CO)c3c2=O)cc1
29%	CCOC(=O)c1cn(C2CN(C(=O)c3ccccc3Br)C2)nn1
-14%	N#C/C(=C\c1ccc(-c2cccc(Cl)c2Cl)o1)c1ccccc1
31%[activator]	C=CCNC(=O)C(NC(=O)c1cccc(OC)c1)C1CCN(C(=O)c2ccccc2F)CC1 (stereo not given)
2%	O=c1oc2ccc3ccccc3c2cc1-c1csc(Nc2ccccc2F)n1
5%	O=C(N[C@H](Cc1ccccc1)C(=O)NCCCN1CCCC1=O)[C@H]1O[C@@H](n2ccc(=O)[nH]c2=O)[C@H](O)[C@@H]1O
?	CCCn1c(=O)c2sc(N3CCCC3)nc2n(CC(=O)Nc2cc(C)ccc2OC)c1=O
28%	COc1ccc(CCNc2ncnc3c2CN(c2ccc(C)cc2)C(=O)CN3C)cc1
?	Cc1ccc(-n2nnnc2SCC(=O)Nc2ccc(N3CCOCC3)cc2)cc1C
33%	COC(=O)N1CCC2(C1)C(=NC1CCCCC1)NC(=O)N2c1cccc(OC)c1 (stereo not given)
5%	CC(c1ccccc1-n1cccn1)n1cc(-c2nccn2C)nn1 (stereo not given)

# The listing continues:
ALOX12 inh	compound
13%	COc1cccc(CC(=O)NCCn2ccn3nc(-c4ccc(C)cc4C)cc3c2=O)c1
?	O=c1oc2ccccc2c(NC2CCCC2)c1NS(=O)(=O)c1cccc(F)c1
?	CCNc1ncc2nc(-c3cn(C)c4ccccc34)c(=O)n(Cc3ccc(F)cc3)c2n1
-10%	COc1ccc(CNC(=O)Cn2c(=O)c3c(ncn3C3CCCC3)n(Cc3ccccc3)c2=O)cc1
6%	Cc1ccc(CN2CCc3nnc(C(NS(C)(=O)=O)C(C)C)n3CC2)cc1C (stereo not given)
30%	CCC(=O)NCc1cccnc1Oc1ccccc1OC
11%	Cc1cc2c(c(=O)n1Cc1ccco1)C(Cc1ccccc1)C(C#N)=C(N)O2 (stereo not given)
?	O=C(c1ccccc1F)N1CCC(n2cc(-c3nc(C4CC4)no3)nn2)C1 (stereo not given)
?	CC1CCCCN1C(C)CNC(=S)Nc1ccc(Cl)cc1Cl (stereo not given)
59%[activator]	COc1cccc(Cn2c(=O)c(-c3ccccc3)nc3cnc(OC)nc32)c1
14%[176 µM]	O=C(NC1CCCC1)N[C@@H]1C[C@H](CO)[C@@H](O)[C@H]1O
?	COCCCNc1nc2c(S(=O)(=O)c3ccc(C)c(C)c3)nnn2c2ccccc12
15%	C=CCC1(CO)CCCN(C(=O)Cc2ccc(CO)cc2)C1 (stereo not given)
35%[activator]	CCCNC(=O)N(C1CCOCC1)C1CCN(C(=O)c2ccccn2)CC1
-4%	CN1C(=O)C(C2(O)C(=O)N(Cc3ccccc3)c3ccccc32)c2ccccc21 (stereo not given)
82%[activator]	O=C(N[C@@H]1CCC[C@@H]1C(=O)NCC1CCCCC1)c1ccncc1
?	CCCn1nc(C(=O)OCC(=O)Nc2c(C)cccc2C)c2ccccc2c1=O
?	Cc1nc(-c2cccs2)c(CC(=O)Nc2ccccc2)s1
-8%	COc1ccc(NC(=O)Cn2c(=O)n(-c3ccc(F)cc3)c(=O)c3c2cc(C)n3C)cc1OC
5%	Cc1ccc(CN2CCn3c(nnc3[C@@H]3C[C@@H](O)CN3Cc3cccnc3)C2)o1
?	CCC1CCC2(CC1)NC(=O)N(Cc1coc(-c3ccc(C)cc3)n1)C2=O (stereo not given)
33%	Cc1oc2ccn(Cc3ccccc3F)c(=O)c2c1C(=O)NCCCN1CCCCC1C (stereo not given)
3%[176 µM]	Cc1ccccc1C(=O)Nc1ccc([C@H]2OCC(=O)N(C)[C@@H]2CO)cc1
51%[activator]	CC(C)n1cc(CN2CCCC2C(=O)Nc2cccc(-n3cccn3)c2)cn1 (stereo not given)
12%[6.33 µM]	CC(=O)Nc1ccc(CN2C3CCC2CN(C(=O)Nc2ccccc2F)C3)cc1
-5%	COc1ccc(C2(C)N(O)C(C)C(c3cccs3)=[N+]2[O-])cc1 (stereo not given)
4%[12.5 µM]	O=Cc1cccc(-c2cccs2)c1
-10%	Cn1cnnc1C1CCCN(S(=O)(=O)N2CCCCC2)C1 (stereo not given)
-2%	CCCNC(=O)N(C1CCOCC1)C1CCN(Cc2cccnc2)CC1
-1%	O=C(Nc1ccc(=O)n2c1[C@@H]1C[C@@H](CN(S(=O)(=O)c3ccccc3)C1)C2)c1ccc2c(c1)OCO2

ALOX12 inh	compound
-18%	O=C(COc1ccccc1)N(Cc1ccc(-c2cccc(Cl)c2)o1)C1CCS(=O)(=O)C1 (stereo not given)
22%	O=C(c1cc(Cl)ccc1Cl)N1CCC(c2nc3ccccc3o2)CC1
-21%	CCCn1cnc2c1CN(S(=O)(=O)c1cccc3c(N(C)C)cccc13)[C@H](C(=O)OC)C2
7%	COc1ccc(OC)c(NC(=O)COc2ccc(C(C)C)cc2-n2cnnc2)c1
19%	O=C([C@@H]1C[C@H](F)CN1S(=O)(=O)c1ccc(Cl)s1)N1CCc2ccccc2C1
?	COc1ccc(/C=C2\Oc3c(ccc(OS(C)(=O)=O)c3C)C2=O)c(OC)c1
57%[activator]	O=C(NCCc1cccnc1)c1ccc(-c2nnc3ccc(NC(=O)C4CCC4)cn23)cc1
48%[activator][176 µM]	COc1ccc(-c2cnc([C@@H]3COCCN3)[nH]2)cc1
44%[activator]	CC(C)Cc1cc(CN2CCC(CO)(CN3CCCC3)CC2)[nH]n1
?	CCCOC(=O)c1nc2ccccc2nc1NCc1ccc2c(c1)OCO2
48%[activator]	CS(=O)(=O)N1CCC(C2CCNC2)CC1 (stereo not given)
46%	CCS(=O)(=O)NCc1ccnc(N2CCN(c3ccc(F)cc3)CC2)c1
10%	Nc1ncnc2c1ncn2C1C[C@H](O)[C@@H](CO)O1 (stereo not given in full)
113%[activator]	CC(C)CNc1ccc2c(n1)C(C)(C(=O)NC1CCC(O)CC1)CN(Cc1ccccc1)C2 (stereo not given)
12%	CCc1ccc(NC(=O)CCc2nnc3ccc(NCc4cccnc4)nn23)cc1
13%[6.33 µM]	O=C(C1CCCCC1)N1CCCC2(CC(c3ccccn3)=NO2)C1 (stereo not given)
?	COCCn1c(=O)cnc2cnc(Nc3cccc(OC)c3)nc21
-19%	CCCCc1noc(CN2CCc3cc(OC)c(OC)cc3C2CC(=O)OC)n1 (stereo not given)
0%[6.33 µM]	NC(=O)c1cccc(CN2CCCC3(Cc4ccccc4N(C(=O)C4CCCC4)C3)C2)c1 (stereo not given)
5%	COc1cccc(C(=O)NC(C)c2nnc3n2CCN(CC=C(C)C)CC3)c1 (stereo not given)
-5%	CCC(C)(C(=O)NC1CCCCC1)N(C(=O)CNC(=O)c1ccccc1)c1ccc(C)cc1 (stereo not given)
8%	Cc1oc(-c2ccc(C(=O)NCc3cccnc3)cc2)nc1CSc1ccccc1
28%	COc1ccc(S(=O)(=O)NC2CCCCC2)c2cccnc12
13%	COc1ccc(NC(=O)[C@@H]2COCC(=O)N2Cc2ccccc2)cc1
-19%	CC1=C[C@@H](CN2CCC(C(N)=O)CC2)[C@H](C(C)C)C[C@H]1Cc1nnc(-c2ccccc2F)o1
-5%	O=C(O)C1C2CCC(CC2)C1C(=O)NCCCN1CCOCC1 (stereo not given)
39%[activator]	CN(C)C[C@@H]1CN(c2ncccn2)C[C@H]1NC(=O)CCCc1ccccc1
13%	O=C(N[C@@H]1CN(Cc2ccc(F)cc2F)C[C@H]1CO)c1cnccn1
4%	CC(C)=CCC1(C(=O)O)CCCN(C(=O)c2cn(C)nc2C)C1 (stereo not given)
-11%	CC(NC(=O)c1ccc(Br)o1)C12CC3CC(CC(C3)C1)C2 (stereo not given)

ALOX12 inh	compound
2%	Cc1nc2ccccc2nc1SCC(=O)NCc1ccccc1
14%	CCc1cc(=O)oc2cc(OC(C)C(=O)NCc3ccc(S(N)(=O)=O)cc3)ccc12 (stereo not given)
-6%	Cc1cc(=O)n(CC(=O)Nc2c(C)cccc2C)c(N(C)Cc2ccccc2)n1
-39%	Nc1nnnn1NCc1cc(Cl)ccc1OCc1ccccc1Cl
-7%	CCCCOc1ccc(C(=O)OCC(=O)c2cccs2)cc1
2%	O=C(O)c1cccc2c1CCN2C(=O)c1ccc(F)cc1
?	O=C(NCCNC(=O)c1nc2ccccc2c(=O)[nH]1)c1ccc2ccccc2c1
-13%	O=C(N=Nc1ccc(NOC(=O)c2ccccc2Br)cc1)c1ccccc1O
65%[activator]	O=C(NC1CCN(Cc2ccccc2)CC1)c1c(OCC2CC2)cc(=O)n2c1CCCCC2
18%	COCCOC1CCN(C(=O)COc2ccccc2)CC1
23%	Cc1ccccc1C1=NC(C)(CC(=O)NCCOc2ccccc2)ON1C (stereo not given)
61%[activator]	O=C(/C=C/c1cccc(Cl)c1)NC1CCCC1
11%	C=CCN1C(=O)c2n[nH]c(COC)c2C1c1ccc2c(c1)OCO2 (stereo not given)
?	CCOC(=O)COc1ccc(/C=C2/NC(=O)NC2=O)cc1Br
6%[176 µM]	CC(=O)N1CCCC2(C1)CN(C)c1ccc(C(=O)NCCc3ccccc3)cc12 (stereo not given)
-4%	Cc1ccsc1C(=O)N1CCCC1c1noc(COc2ccc(F)cc2)n1 (stereo not given)
-16%	O=C(NCC(c1cccs1)N1CCCCCC1)c1cc(=O)c2ccc(Br)cc2o1 (stereo not given)
-4%	COc1ccccc1-c1ccnc(-n2ncc(C(=O)NC(C)(C)CO)c2C2CC2)n1
7%[176 µM]	CC(C)C(=O)N1CCC2(CC1)OC(=O)N(Cc1ccccc1F)C2(C)c1ccccc1 (stereo not given)
59%[activator]	CCCCCc1ccc(-c2ccc(C3CCC(CC)CC3)cc2)nc1 (stereo not given)
12%	O=C(NCc1ccncc1)c1cc(C2CC2)nc2ccccc12
-43%	Cc1cccc(-c2cc(C(=O)NCCN3CCOCC3)c3ccccc3n2)c1
-6%	O=C1CC[C@@H](CN(Cc2cccnc2)C2CCN(c3ccc(NC(=O)c4cnccn4)cc3)CC2)N1
16µM*	COCCn1c(COc2ccc(C(C)(C)c3ccccc3)cc2)n[nH]c1=S
9%	Cc1c(C(=O)NC2CCS(=O)(=O)C2)nnn1-c1ccccc1F (stereo not given)
10%	CC(C)C(CNC(=O)c1cc(-c2ccncc2)nc2ccccc12)N(C)C (stereo not given)

# Rewritten bar-delimited: entries from further up
Molecule | ALOX12 inh
O=C(NCC(c1cccs1)N1CCCCCC1)c1cc(=O)c2ccc(Br)cc2o1 (stereo not given) | -16%
COc1ccccc1-c1ccnc(-n2ncc(C(=O)NC(C)(C)CO)c2C2CC2)n1 | -4%
